Screens (PubChem)
H9c2 TAG inh – reduces triacylglycerol accumulation in H9c2 cells; Nile Red lipid (TAG) fluorescence; cells loaded with 200 µM oleic acid; inhibition, % at 12.5 µM; 230,000 tested, 0.66% active; AID 651582;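 active = pattern-corrected inhibition of lipid staining of at least 50% with the nuclear-stain viability signal not falling by more than 50%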;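 also: 0% = DMSO wells and 100% = triacsin C control wells; some results filed as inactive read as strong as hits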
H9c2 TAG inh DAPI viability – also measured in H9c2 TAG inh; calls as there; DAPI nuclei signal change (viability), lower = more cytotoxic, %;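 whole-well DAPI fluorescence read on a plate reader as a viability signal; minus 50 percent equals half of cells still viable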
Active calls of the source: *; & = joins results of further samples.

Start of the data: the first four entries (preview)
SMILES | H9c2 TAG inh | H9c2 TAG inh DAPI viability
O=C(NC(Nc1ncccn1)C(=O)c1ccccc1)c1ccccc1 (stereo not given) | -4 | 10
COc1ccc(/C=C(/NC(=O)c2ccc([N+](=O)[O-])cc2)C(=O)NC(C)(C)C)cc1 | -3 | -9
CC1CC(C)CN(C(=O)COC(=O)c2cccc(S(=O)(=O)N(C)c3ccccc3)c2)C1 (stereo not given) | -10 | 2
COC(=O)c1nc(NC(=O)c2ccc(C(C)(C)C)cc2)n[nH]1 | 1 | 2

All compounds of this part, previewed entries included:
SMILES | H9c2 TAG inh | H9c2 TAG inh DAPI viability
O=C(NC(Nc1ncccn1)C(=O)c1ccccc1)c1ccccc1 (stereo not given) | -4 | 10
COc1ccc(/C=C(/NC(=O)c2ccc([N+](=O)[O-])cc2)C(=O)NC(C)(C)C)cc1 | -3 | -9
CC1CC(C)CN(C(=O)COC(=O)c2cccc(S(=O)(=O)N(C)c3ccccc3)c2)C1 (stereo not given) | -10 | 2
COC(=O)c1nc(NC(=O)c2ccc(C(C)(C)C)cc2)n[nH]1 | 1 | 2
CCN(CC)c1ccc2nc3ccc(N)cc3[n+](-c3ccccc3)c2c1 | 31 | -54
CCC(=O)N(CCC1(C(C)C)CCOC(C)(C)C1)C(C)c1cccs1 (stereo not given) | 5 | -7
Cc1ccccc1NC1=NC2(CCCC2)N=C(N)N1 | 10 | -4
COc1ccc(-c2[nH]ncc2CN(C)Cc2ccccn2)c(OC)c1 | -1 | -4
O=C(COC(=O)c1cccc(N2C(=O)c3ccccc3C2=O)c1)Nc1ccccc1 | -5 | -3
COc1ccc(Cn2nnc(C(=O)Nc3ccc(F)cc3)c2N)cc1 | -60 | -7
Cc1ccc(S(=O)(=O)N[C@@H](Cc2ccccc2)C(=O)CCl)cc1 | 10 | 4
Fc1ccc(COc2ccc(-c3nnco3)cc2)cc1 | -2 | 2
COc1cccc(NC(=O)CN(C)C(=O)c2cccc(S(=O)(=O)N3CCN(c4ccccc4)CC3)c2)c1 | 0 | -10
CC(=O)c1ccccc1NS(=O)(=O)c1cccc2nsnc12 | -11 | 4
Cc1ccc(NC(=O)CSCC(=O)Nc2cc(C(F)(F)F)ccc2N2CCOCC2)cc1 | 27 | -7
COc1ccc([C@H]2CC(=O)C=C(c3ccc(C)cc3)C2)cc1 | -2 | 2
CCOC(=O)c1c(NC(=O)COC(=O)/C=C/c2ccccc2)sc(C(=O)NC)c1C | -37 | 3
Cc1ccc(S(=O)(=O)N(C)C)cc1NC(=O)C1CCN(C(=O)Nc2ccccc2)CC1 | -13 | 3
CN(C)c1ccc(CN2CCCCC2)cc1 | -2 | 10
COc1ccc(Nc2oc(-c3ccccc3Cl)nc2C#N)cc1 | 22 | -4
CCN(CC)CCNC(=O)c1cc(S(C)(=O)=O)ccc1OC | 1 | 0
Cc1ccc(C2=NCCn3c2c2ccc(C(F)(F)F)cc2[n+]3[O-])cc1 | 4 | 1
Cc1cc2oc(=O)cc(CN3CCC(C)CC3)c2c(C)c1Cl | -27 | 0
C/C(=N\NC(=O)CCc1c[nH]c2ccccc12)c1cccc([N+](=O)[O-])c1 | -11 | -1
CC(=O)Nc1ccc(/C=N/NC(=O)CNC(=O)c2ccccc2)cc1 | -3 | 5
CC1(C)Cc2c(C#N)c(OCC(=O)c3ccccc3)nc(-c3ccoc3)c2CO1 | 49 | 15
COc1ccccc1N(CC(=O)NCc1ccccc1)C(=O)CCC(=O)Nc1ccccn1 | -9 | 47
O=C(c1ccc2c(c1)OCO2)C1CCCN(Cc2cn[nH]c2-c2ccccc2)C1 (stereo not given) | -2 | 21
C[C@@H]1CN([C@H](C)CO)C(=O)CCCn2nncc2CO[C@H]1CN(C)C(=O)Nc1cccc2ccccc12 | 1 | 2
O=c1[nH]n(-c2cccc3cccnc23)c(=O)c2ccccc12 | -12 | 9

Some of the entries above, set out differently:
Molecule	H9c2 TAG inh	H9c2 TAG inh DAPI viability
Cc1ccc(C2=NCCn3c2c2ccc(C(F)(F)F)cc2[n+]3[O-])cc1	4	1
Cc1cc2oc(=O)cc(CN3CCC(C)CC3)c2c(C)c1Cl	-27	0
C/C(=N\NC(=O)CCc1c[nH]c2ccccc12)c1cccc([N+](=O)[O-])c1	-11	-1
CC(=O)Nc1ccc(/C=N/NC(=O)CNC(=O)c2ccccc2)cc1	-3	5
CC1(C)Cc2c(C#N)c(OCC(=O)c3ccccc3)nc(-c3ccoc3)c2CO1	49	15
COc1ccccc1N(CC(=O)NCc1ccccc1)C(=O)CCC(=O)Nc1ccccn1	-9	47

Later entries.
SMILES | H9c2 TAG inh | H9c2 TAG inh DAPI viability
COC(=O)CNC(c1ccccc1Cl)c1cc(Br)ccc1NC(=O)CCN1CCOCC1 (stereo not given) | 2 | 2
Cc1ccccc1C(=O)Nc1ccccc1C(=O)NC1CC1 | 12 | -2
Cc1oc2ccc(O)cc2c1C(=O)c1ccc(F)cc1 | -5 | 2
CC(C)C(O)(C(=O)NNc1ccccc1)C(C)C | 1 | -3
O=C(COC(=O)Cc1c(Cl)cccc1Cl)NC1CCCC1 | 3 | 4
CC(C)N1CCC1(C)C(=O)Nc1ccccc1OC(F)F (stereo not given) | -19 | 5
Cc1cccc(N(CC(=O)N/N=C/c2ccc(OCC(=O)NCc3ccco3)cc2)S(C)(=O)=O)c1C | -22 | -1
O=C(c1cccc(S(=O)(=O)N2CCCCCC2)c1)N1CCN(c2ccccc2)CC1 | -2 | 0
CC(C)NC(=O)N(C)C[C@H]1Oc2cc(C#Cc3ccc(F)cc3)ccc2S(=O)(=O)N([C@H](C)CO)C[C@H]1C | 56* | -3.0*
COc1ccc(/C=C2\N=C(c3ccc(C)cc3)OC2=O)cc1 | 10 | 1
CC(C)CC(CO)N1CCN(C(=O)c2ccc(Cl)cc2Cl)CCC1=O (stereo not given) | -8 | 9
Cc1nc(-c2cnn(-c3ccccc3)c2)c2cc(C)oc2n1 | 5 | 7
COC(=O)c1sccc1S(=O)(=O)N1CCCC(N(C)CCc2ccccn2)C1 (stereo not given) | -3 | 6
C=CCNC(=O)CC(=O)N/N=C/c1ccc(F)cc1 | -1 | 7
CN1C(=S)SC2CS(=O)(=O)CC21C (stereo not given) | -2 | 5
Cc1cc(NS(=O)(=O)c2ccc(NC(=O)CCCOc3ccccc3)cc2)no1 | -5 | 9
COc1ccc(C(=O)Nc2nc3ccc4nc(C)sc4c3s2)cc1 | 3 | 14
O=C(O)CNC(=S)N(Cc1ccccc1)Cc1cccs1 | 2 | -5
CCCOc1ccccc1NC(=O)/C=C/c1ccc(OC)c(S(=O)(=O)N2CCOCC2)c1 | 19 | -10
CC(=O)NC(CC(=O)Nc1cccc(S(=O)(=O)N2CCOCC2)c1)c1ccccc1 (stereo not given) | 1 | 1
CC(C)(C)n1nc2c(c1NC(=O)c1ccc(S(=O)(=O)N3CCCCC3)cc1)CS(=O)C2 (stereo not given) | 5 | 6
Cc1ccc(S(=O)(=O)N2CCN(C(=O)COC(=O)CCOc3cc(C)ccc3C)CC2)c(C)c1 | 4 | 2
CC(C)COc1ccc(C(=O)NC(=S)Nc2ccc(CN3CCOCC3)cc2)cc1 | 7 | -5
CC(C)(C)OC(=O)N1CCN(C(=O)c2[nH]cnc2C(=O)Nc2ccon2)CC1 | 9 | -6
CCOc1cc(N2CCOCC2)c(OCC)cc1NC(=O)Cn1cnnn1 | 5 | -2
COc1ccc(NC(=O)Nc2cc(C)cc(C)c2)cn1 | -12 | -3
COc1ccc(CCNC(=O)CN(C2CCCCC2)S(C)(=O)=O)cc1 | 16 | -3
O=C(NCc1ccccc1F)c1cccc(S(=O)(=O)NCc2ccccc2)c1 | 10 | -7
COC(=O)c1ccc(Cn2cnc3c(cnn3-c3ccc(F)cc3)c2=O)o1 | -14 | 6
COc1ccc(OCC(=O)N2CCN(C(=O)c3cccs3)CC2)cc1 | -22 | -1

Two of these compounds in another layout:
molecule	H9c2 TAG inh	H9c2 TAG inh DAPI viability
COC(=O)c1ccc(Cn2cnc3c(cnn3-c3ccc(F)cc3)c2=O)o1	-14	6
CCCOc1ccccc1NC(=O)/C=C/c1ccc(OC)c(S(=O)(=O)N2CCOCC2)c1	19	-10

(more compounds)
SMILES | H9c2 TAG inh | H9c2 TAG inh DAPI viability
N#Cc1ccc(Cn2c(=O)c(C#N)c3n(c2=O)CCC3)cc1 | -6 | 0
COC(=O)C(NC(C)=O)(Nc1nc(C)cs1)C(F)(F)F (stereo not given) | 6 | -2
CC(NC(=O)CCc1nnc(Cc2cccc(C(F)(F)F)c2)o1)C1CC1 (stereo not given) | -1 | -5
COc1cc([N+](=O)[O-])ccc1NC(=S)NNC(=O)c1ccc2c(c1)OCO2 | 18 | 9
CN1OC[C@@H]2CN(C(=O)C(C)(C)C)[C@H](c3cccc(Oc4ccccc4)c3)C[C@@H]21 | 7 | 2
O=C(Nc1cccnc1)c1ccc([N+](=O)[O-])s1 | 26 | -10
N=C1C(c2nc3ccccc3s2)=C(O)CN1NC(=O)c1ccco1 | -3 | 4
CS(=O)(=O)NCc1nnc(SCc2ccc(C(F)(F)F)cc2)o1 | 1 | 3
C[C@H]1CN([C@@H](C)CO)C(=O)c2cc(Br)cnc2O[C@@H]1CN(C)C(=O)NC1CCCCC1 | -17 | 3
CCOc1ccc(N(C(C)C(=O)N2CCCC2)S(C)(=O)=O)cc1 (stereo not given) | -11 | 5
Cc1cc(Nc2ccccc2)n(-c2nc3ccccc3[nH]2)n1 | 0 | 5
Cc1cn(C2CCCO2)c(=O)nc1N (stereo not given) | -8 | -1
COc1cc2sc(-c3ccc(S(C)(=O)=O)cc3)c(-c3ccc4c(c3)OCO4)c2cc1OC | 16 | 11
C=CCNC(=O)C1CCN(c2cnccn2)CC1 | 1 | -4
O=C(NCc1cccnc1)C(=O)N/N=C/c1ccccc1[N+](=O)[O-] | 2 | 1

Gathered by group, the compounds so far with a CF3 group (5)
SMILES | H9c2 TAG inh | H9c2 TAG inh DAPI viability
Cc1ccc(NC(=O)CSCC(=O)Nc2cc(C(F)(F)F)ccc2N2CCOCC2)cc1 | 27 | -7
Cc1ccc(C2=NCCn3c2c2ccc(C(F)(F)F)cc2[n+]3[O-])cc1 | 4 | 1
COC(=O)C(NC(C)=O)(Nc1nc(C)cs1)C(F)(F)F (stereo not given) | 6 | -2
CC(NC(=O)CCc1nnc(Cc2cccc(C(F)(F)F)c2)o1)C1CC1 (stereo not given) | -1 | -5
CS(=O)(=O)NCc1nnc(SCc2ccc(C(F)(F)F)cc2)o1 | 1 | 3

Remaining list, next part
SMILES | H9c2 TAG inh | H9c2 TAG inh DAPI viability
CCN(CC1CCCO1)C(=O)C1CCN(C2CCN(Cc3ccccc3C)CC2)CC1 (stereo not given) | 13 | 4
O=C1NC(=O)C2C1C(c1cccs1)NN2Cc1ccccc1 (stereo not given) | 13 | 1
O=C(NNc1nc2ccccc2nc1C(F)(F)F)c1ccccc1 | 8 | 0
CN(C)c1ccnc(-n2cccc2/C=N/OCc2ccccc2)c1C#N | -12 | -4
Cc1cccc(-n2c(SCC(=O)N3CCN(c4ccccn4)CC3)nnc2N2CCOCC2)c1 | -1 | -1
CCc1ccccc1Nc1nc(N)nc(CSc2nnnn2C)n1 | -11 | 13
COc1ccc(S(=O)(=O)N2CCCCC2)cc1NC(=O)c1ccc(OC)c(OC)c1 | 1 | -5
CC(C)CCn1c(Cl)nc2c1c(=O)n(C)c(=O)n2C | -8 | 1
Nc1c(-c2ccccc2)c(CN2CCOCC2)nn1-c1ccc(C(=O)O)cc1 | 15 | 0
O=C(NCCC1CCCCN1S(=O)(=O)c1ccccc1)C(=O)Nc1ccccc1 (stereo not given) | -13 | 8
O=C(NCC1CCCO1)c1ccc2c(c1)S(=O)(=O)c1ccccc1C2=O (stereo not given) | 8 | 4
Cc1cc(C)cc(C(=O)N2CCN=C2c2ccccc2)c1 | 6 | -1
CCOc1ccccc1/C=C/c1cc(C(=O)O)c2ccccc2n1 | -13 | 11
CCCS(=O)(=O)c1nc(S(=O)(=O)c2ccc(C)cc2)c(N2CCOCC2)s1 | 24 | -4
CC(C)CC(c1nnnn1Cc1ccc2c(c1)OCO2)N1CCC(C(N)=O)CC1 (stereo not given) | -9 | -4
COc1ccc(NC(=O)NNC(=O)c2ccc3ccccc3c2O)c(OC)c1 | -8 | 5
CCC(C)NC(=O)c1ccccc1NC(=O)CN(c1cc(C)ccc1OC)S(C)(=O)=O (stereo not given) | 6 | -19
OC(COCC1COc2ccccc2O1)CN1CCN(c2ccccn2)CC1 (stereo not given) | 1&-15 | -1&10
CCOC(=O)C1=C(N)n2c(s/c(=C\c3cccnc3)c2=O)=C(C(=O)OC)C1c1cccnc1 (stereo not given) | 2 | 10

This is a subset; rates above refer to the full screens.
